ELG1 genotox: inducers of genotoxicity in HEK293T ELG1-luciferase cells. Potency, µM (series often up to 46 µM), for the others: at the top dose activity change, positive = activation, most hits filed as activators. HEK293T ELG1-luciferase reporter, luminescence, 16 h. 330,000 compounds, 1.3% hits; further: potency means the concentration at half of the fitted maximal effect; % of control where 0% means no effect; nearly all actives have a fitted effect of over 60% in size
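HEK293T cells expressing luciferase-tagged ELG1 were treated with compound or DMSO for 16 hr at 37°C. Luciferase activity was then read after 30 min with ONE-Glo at room temperature; rising signal flags genetic stress.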
p53 reactivator: restores transcriptional activity of mutant p53; H1299 p53-A138V BP100-luciferase reporter, luminescence, 24 h; Potency, µM (series often up to 92.2 µM), inactives show top-dose activity change, positive = activation, usual class: activators; 320,000 compounds, 0.063% hits; further: potency means the concentration at half of the fitted maximal effect; % of control where 0% means no effect; nearly all actives have a fitted effect of over 45% in size
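p53-null H1299 cells stably carrying temperature-sensitive p53-A138V and a BP100-luciferase reporter were pinned with compounds (4-point, 1:5 series) and held 24 hrs at 37 deg C. Luminescence was read 10 min after detection reagent.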
Eya2 inh: Eya2 (human) phosphatase inhibition; 330,000 compounds, 0.006% hits; recombinant Eya2, OMFP fluorescence dephosphorylation (OMFP is methylfluorescein phosphate); O00167; Potency, µM (doses to about 76.9 µM), without a hit: at the top dose activity, negative = inhibition, actives largely listed as inhibitors; AID 488837; further: potency means the concentration at half of the fitted maximal effect; on the % scale 0 is the no-effect control and ±100 the full control effect
Target sequence (O00167 whole entry, looked up): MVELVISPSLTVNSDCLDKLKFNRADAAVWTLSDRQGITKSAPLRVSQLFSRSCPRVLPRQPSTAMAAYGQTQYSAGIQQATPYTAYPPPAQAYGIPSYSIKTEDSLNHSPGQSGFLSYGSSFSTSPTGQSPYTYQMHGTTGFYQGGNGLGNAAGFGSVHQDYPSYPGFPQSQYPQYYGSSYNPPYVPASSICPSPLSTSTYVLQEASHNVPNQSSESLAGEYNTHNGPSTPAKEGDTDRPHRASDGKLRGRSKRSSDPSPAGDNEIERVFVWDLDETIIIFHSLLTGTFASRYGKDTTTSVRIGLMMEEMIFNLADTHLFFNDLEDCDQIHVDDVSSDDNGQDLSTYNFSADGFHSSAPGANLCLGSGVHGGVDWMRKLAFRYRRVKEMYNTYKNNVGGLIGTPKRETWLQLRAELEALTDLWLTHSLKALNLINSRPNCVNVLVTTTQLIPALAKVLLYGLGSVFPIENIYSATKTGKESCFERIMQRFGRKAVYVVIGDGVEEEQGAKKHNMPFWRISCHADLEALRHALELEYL
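Eya2 (0.2 uM) preincubated 10 min at ambient with compound, then OMFP substrate added at 50 uM; 10 min reaction in 50 mM HEPES pH 7.5, 50 mM NaCl, 5 uM MgCl2, 0.05% BSA, 1 mM DTT. Fluorescence read at Ex 485/Em 525 nm.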
USP2a inh: USP2a (human) protease inhibition. Potency, µM (series often up to 38.3 µM), for the others: top-dose activity change, negative = inhibition, hits mostly inhibitors. 330,000 compounds, 0.01% hits. USP2 core, Ub-CHOP2 coupled fluorogenic reporter, 485/531;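 further: potency means the concentration at half of the fitted maximal effect; plate controls were DMSO wells for no effect and full inhibition by NEM control for full effect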
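USP2 core (10nM final) preincubated 30min RT with compound in 20mM Tris-HCl pH 8.0, 2mM CaCl2, 2mM beta-mercaptoethanol, 0.05% CHAPS; 25nM Ub-CHOP2 plus 25nM reporter substrate added, fluorescence (Ex485/Em531) read after 60min.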
ASM inhibitor: inhibitors of human secretory acid sphingomyelinase | P17405 | placental ASM, HMU-PC fluorogenic substrate, 60 min | Potency, µM (highest dose often 57.5 µM), for inactives: top-dose activity change, negative = inhibition, hits mostly inhibitors | 340,000 compounds, 0.006% hits | AID 504937; further: potency means the concentration at half of the fitted maximal effect
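Fluorogenic HMU-PC substrate (9 uM final) is turned over by placental ASM in 60 min at 37 C after a 10 min compound preincubation. Reaction ended by alkaline stop (pH 10), with fluorescence read at 386/447 nm.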
BRCA1 expr act: increases BRCA1 expression; MCF7-BRCA1-FFLuc reporter, luminescence, 48 h; response scale: scaled: vehicle 0%, 10 µM genistein 100%; Potency, µM (titrated, usually from 46.1 µM), for inactives: at the highest dose activation, most hits filed as activators; 380,000 compounds, 1.1% hits; further: potency means the concentration at half of the fitted maximal effect; nearly all actives have a fitted effect of over 80% in size; some results filed as inactive show a strong effect at the top dose
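MCF7 cells carrying a BRCA1-firefly luciferase reporter (2000 cells/well, phenol-red free MEM) were attached for 2 h at 37 °C, then given compounds for 48 h. Luminescence was read 15 min after luciferase reagent; activity normalized to genistein (10 microM) and DMSO.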
B2AR arrestin: recruits beta-arrestin to the human beta2-adrenergic receptor; P07550; beta-arrestin recruitment to beta2AR, cell-based reporter; Potency, µM (top dose mostly 46.1 µM), for the others: at the top dose activation, usual class: activators; 330,000 compounds, 0.02% hits; AID 492947;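 further: potency means the concentration at half of the fitted maximal effect; 0% = DMSO controls and full agonism = EC100 isoproterenol or metaproterenol; nearly all actives have a fitted effect of over 65% in size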
PTAP TSG101 blk: blocks PTAP/TSG101 interaction to inhibit HIV-1 budding; Fluorescence polarization, FITC-PTAP peptide / Tsg101 binding; Potency, µM (series often up to 115 µM), for inactives: at the highest dose activity change, negative = inhibition, usual class: inhibitors; 340,000 tested, under 10 active; active means well fitted inhibition curve with a large enough effect in the main read-out, with a control signal flat, not every such curve was filed as active; inconclusive means small, poorly fitted or top-dose-only effect, or effect the other way, or a change in a side signal; inactive means no such curve, though single readings can be large or run the other way; further: potency means the concentration at half of the fitted maximal effect; % of control where 0% means no effect
Target sequence (Q99816 whole entry, looked up): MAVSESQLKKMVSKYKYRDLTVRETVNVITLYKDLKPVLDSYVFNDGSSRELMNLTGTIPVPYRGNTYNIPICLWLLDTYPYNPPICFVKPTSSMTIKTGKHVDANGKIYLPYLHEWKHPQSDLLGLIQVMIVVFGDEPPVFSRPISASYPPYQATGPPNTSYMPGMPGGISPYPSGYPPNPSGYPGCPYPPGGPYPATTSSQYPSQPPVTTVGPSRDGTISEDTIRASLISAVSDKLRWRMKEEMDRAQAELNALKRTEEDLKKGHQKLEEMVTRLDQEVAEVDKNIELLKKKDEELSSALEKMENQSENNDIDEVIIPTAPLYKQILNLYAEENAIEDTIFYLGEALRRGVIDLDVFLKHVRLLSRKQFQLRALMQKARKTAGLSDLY
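Compounds were pin-transferred onto Tsg101 binding domain (10 uM final) in HEPES pH 7.5 buffer, then FITC-PTAP peptide was added at 50 nM final. After 20 min at RT, polarization reported peptide displacement across a qHTS concentration series.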
Integrin act MD: activates integrin-mediated alleviation for muscular dystrophy; 350,000 compounds, 0.064% hits; Potency, µM (series often up to 38.3 µM), without a hit: at the highest dose activation, most hits filed as activators; alpha7betagal myoblasts, beta-gal FDG fluorescence, 48 h;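 further: potency means the concentration at half of the fitted maximal effect; 100% = response of the positive control SU9516; nearly all actives have a fitted effect of over 60% in size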
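alpha7betagal+/- myoblasts (passage 13, 250/well) treated 48 h at 37C with compounds at 1:260 dilution of DMSO stock. Lysed, then beta-galactosidase activity read as FDG fluorescence (ex 480/em 540) after 30 min, with pre-read for autofluorescence.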
TRPV1 ag: activates the human vanilloid receptor TRPV1. TRPV1-expressing cells, Fluo-8 calcium influx, agonist mode. 320,000 compounds, 0.19% hits. AID 540275. Q8NER1. activation, % at 8.33 µM; in the data active means activation above about 80%; inconclusive means between about 30% and that limit; further: 0% is about no effect
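Cells expressing TRPV1 were dye-loaded with Fluo-8 and read kinetically: 10 s baseline, 3 min after compound (agonist portion), then 2 min after EC20 capsaicin (allosteric enhancer portion). Calcium-bound dye fluorescence at 480/520 nm.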
uPA surface inh: blocks generation of uPA at the cell surface. cell surface uPA generation assay, qHTS. Potency, µM (top dose mostly 38.3 µM), inactives show top-dose activity change, negative = inhibition, most hits filed as inhibitors. 330,000 compounds, 0.31% hits. AID 540303; active means well fitted inhibition curve with a large enough effect; inconclusive means small, poorly fitted or top-dose-only effect; inactive means no such curve, though single readings can be large or run the other way; tested in mouse RAW 264.7 cells; further: potency means the concentration at half of the fitted maximal effect; on the % scale 0 is the no-effect control and ±100 the full control effect; nearly all actives have a fitted effect of over 55% in size
* = called active by the depositor; i = inactive; ? = inconclusive; / = no result given; [ ] = another dose, or the depositor's remark. Unless noted, the call rests on the fitted dose curve; in most records, active means well fitted curve in the direction sought with a large enough effect; inconclusive means small, poorly fitted or top-dose-only effect, or another doubt; inactive means no such curve, though single readings can be large; an effect the other way counts as inactive or inconclusive.

SMILES	ELG1 genotox	p53 reactivator	Eya2 inh	USP2a inh	ASM inhibitor	BRCA1 expr act	B2AR arrestin	PTAP TSG101 blk	Integrin act MD	TRPV1 ag	uPA surface inh
Cc1ccc(C(=O)OC(C)C(=O)NC2CCCCC2C)cc1S(=O)(=O)N1CCCCC1 (stereo not drawn)	-5%	-8%	-4%	2%	0%	-45%	-0.1%	-4%	18%	?	-6%
COc1cccc(CNS(=O)(=O)c2ccccc2Br)c1OC	/	/	/	/	2%	23%	/	0%	-8%	/	-3%
COC(=O)C1(CCSC)NC(c2ccc(O)c(OC)c2)C2C(=O)N(c3ccc(C)cc3)C(=O)C21 (stereo not drawn)	-4%	-4%	2%	3%	1%	-13%	-0.8%	-8%	-15%	-1	7%
Cc1ccc(N2CCN(C(=O)CN3C(=O)c4ccccc4C3=O)CC2)cc1	0%	-3%	0%	2%	-1%	0%	0.0%	-4%	3%	2	4%
O=S(=O)(NC1CC1)c1ccc(S(=O)(=O)N2CCC3(CC2)OCCO3)cc1	0%	-1%	2%	-2%	-2%	17%	0.0%	-1%	-26%	1	-3%
O=C(COC(=O)c1ccc(CSc2ccc(Cl)cc2)cc1)Nc1ccccc1	6%	2%	-5%	-1%	2%	18%	-0.6%	1%	8%	3	3%
O=C(CN1CCN(c2ccc(F)cc2)CC1)NCC1CCCO1 (stereo not drawn)	2%	-2%	10%	2%	0%	-17%	0.1%	-2%	9%[7.66 µM]	2	5%
CCN1CCN(CCCNC(=O)c2ccc3c(c2)NC(=O)c2ccccc2S3)CC1	-9%	0%	9%	1%	5%	-20%	-0.3%	0%	0%	7	2%
CON1C(=O)C(=O)N(OC)C(C)(C)C1(C)C	0%	-1%	0%	-6%	0%	-23%	-0.3%	-2%	-2%	3	0%
O=C(COC(=O)CCc1nc2ccccc2c(=O)[nH]1)Nc1ccccc1	0%	1%	-18%	2%	-2%	-7%	-0.4%	0%	3%	/	3%
Cc1cc(C)c(C#N)c(N2CCN(Cc3ccccc3)CC2)n1	1%	-3%	13%	-2%	2%	-19%	-0.4%	-10%	36%	14	/
O=C(CCCCC(=O)OCC1CCCO1)OCC1CCCO1 (stereo not drawn)	/	/	/	/	4%	-7%	/	-2%	3%	/	3%
COc1ccccc1C(=O)NNC(=O)c1ccccc1	8.2µM*	/	3%	1%	-3%	34%	0.0%	-2%	6%	2	?
CCn1ccnc1CNC(=O)CC1C(=O)NCCN1CCCc1ccccc1 (stereo not drawn)	4%	3%	-3%	2%	4%	-10%	0.1%	-4%	7%	-1	12%
O=C(CC(=O)c1ccccc1)Nc1ccccc1	/	/	/	/	3%	?	/	-4%	17%	/	-1%
CN(C)c1cc(NC(=O)CNC(C)(C)C)c2ccccc2n1	-3%	-4%	-13%	-5%	/	24%	-0.7%	-2%	0%	-4	-26%
Cc1ccc(C)c(OCCC(=O)Nc2ccccc2C(=O)NC2CC2)c1	2%	4%	0%	2%	-1%	-11%	-1.9%	-2%	-1%	/	2%
O=C(C1CCN(S(=O)(=O)N2CCOCC2)CC1)N1CCN(c2ccccc2)CC1	0%	6%	0%	0%	-1%	-2%	-0.4%	-1%	22%	-5	2%
NC(=O)c1nsc(C(=O)N(Cc2ccc(F)cc2)C(C(=O)NCC2CCCO2)c2ccc(O)cc2)c1N (stereo not drawn)	3%	0%	8%	2%	98%[activator]	-23%	-0.3%	-3%	7%	-1	4%
O=C1C=CC(=Nc2ccc(F)cc2)O1	/	/	/	/	-3%	-21%	/	-3%	-69%[inhibitor]	/	-11%
CCN1C(=O)C(C(=O)NC(C)c2ccccc2)C2CC1(C)Oc1ccccc12 (stereo not drawn)	0%	4%	-14%	1%	4%	-12%	-0.4%	-3%	2%	5	7%
Cc1c(N=NC2=C(O)CC(C)(C)CC2=O)c(=O)n(-c2ccccc2)n1C	-3%	0%	-5%	-1%	2%	7%	-0.1%	8%	-20%	1	4%
CCCC(=O)NC(C)C(c1cccs1)N1CCN(C)CC1 (stereo not drawn)	0%	4%	13%	1%	4%	0%	-0.3%	-5%	-23%	0	/
O=C1c2ccncc2C(=O)N1c1cccc(Cl)c1	2%	-2%	-5%	2%	-3%	-2%	-0.1%	2%	8%	-2	1%
CC(C)c1ccc(/C=C2\SC(=S)N(CC(=O)NCCCN3CCOCC3)C2=O)cc1	?	16%	-24%	-3%	-21%	8%	-0.2%	-2%	?	9	-3%

The last 2 entries of the part above are carried over, then new ones follow:
SMILES	ELG1 genotox	p53 reactivator	Eya2 inh	USP2a inh	ASM inhibitor	BRCA1 expr act	B2AR arrestin	PTAP TSG101 blk	Integrin act MD	TRPV1 ag	uPA surface inh
O=C1c2ccncc2C(=O)N1c1cccc(Cl)c1	2%	-2%	-5%	2%	-3%	-2%	-0.1%	2%	8%	-2	1%
CC(C)c1ccc(/C=C2\SC(=S)N(CC(=O)NCCCN3CCOCC3)C2=O)cc1	?	16%	-24%	-3%	-21%	8%	-0.2%	-2%	?	9	-3%
O=[N+]([O-])c1ncccc1OCc1ccc(Br)cc1F	0%	1%	-15%	-4%	-3%	-1%	0.0%	0%	5%	5	0%
COc1ccccc1-c1nc(C#N)c(N2CCN(C(=O)c3ccco3)CC2)o1	0%	-9%	-3%	-1%	3%	-10%	0.7%	-3%	-21%	-1	2%
CC1CCN(C(=O)/C(=C\c2ccco2)NC(=O)c2ccccc2)CC1	4%	1%	-2%	2%	-14%	14%	-0.8%	-2%	-11%	7	-3%
CCOc1ccc(NC(=O)CN(C)C(=O)c2ccccc2OCc2c(C)noc2C)cc1OCC	0%	2%	22%	2%	-1%	-20%	0.4%	-3%	8%	-3	1%
COc1ccc(/C=C/C(=O)NCCc2nc3ccccc3[nH]2)cc1	-1%	-4%	-1%	2%	-3%	9%	2.7%	-3%	-25%	?	5%
COc1ccc(CCNC(=O)CSc2nnc(CNC(=O)c3c(F)cccc3Cl)o2)cc1OC	1%	2%	2%	-1%	5%	2%	0.2%	-4%	-28%	0	-4%
CCc1cccc(NC(=O)c2ccc(NS(=O)(=O)c3c(C)noc3C)cc2)c1	2%	-9%	-10%	0%	?	-17%	0.1%	0%	-8%	21	0%
COCCN1C=C(C(=O)OC)C(c2ccc(Cl)cc2)C(C(=O)OC)=C1	-2%	-3%	-6%	-2%	i	2%	0.1%	-4%	?	-6	-6%
CN(Cc1ccccc1)c1nc2c(c(=O)[nH]c(=O)n2C)n1Cc1ccccc1F	1%	16%	-3%	0%	4%	-13%	0.2%	-3%	2%	3	?
CN(C(=S)NC(=O)c1ccc(Cl)cc1)C1CCCCC1	11%	11%	2%	0%	-1%	57%	0.4%	0%	-72%[inhibitor]	?	-9%
O=S(=O)(NCC1NCCc2ccccc21)c1ccccc1 (stereo not drawn)	-4%	3%	-10%	2%	4%	4%	0.1%	-2%	19%	-1	-2%
COc1ccc(S(=O)(=O)NCC(c2ccc(F)cc2)N2CCN(C)CC2)cc1 (stereo not drawn)	1%	-9%	8%	1%	1%	-5%	-0.3%	-1%	19%	1	-18%
CN(C)S(=O)(=O)n1cc(/C=C(\NC(=O)c2ccccc2)C(=O)NCCCN2CCOCC2)c2ccccc21	-2%	23%	4%	2%	3%	-1%	0.3%	-5%	18%	-1	9%
NC(=O)CC(O)c1cccc(Cl)c1 (stereo not drawn)	2%	0%	12%	3%	-1%	10%	0.3%	-3%	3%	-2	-5%
COc1ccc(CN(C)CC(=O)N(C)CC(=O)Nc2ccccc2Br)cc1F	3%	5%	1%	1%	2%	-2%	0.1%	0%	-24%	2	6%
CCSc1nnc(NC(=O)c2cc(C)on2)s1	?	?	-1%	3%	16%	11%	-0.4%	-8%	6%	4	/
CC(=O)Nc1ccc(N(C(=O)c2ccccn2)C(C(=O)NC2CCCCC2)c2ccc(F)cc2)cc1 (stereo not drawn)	5%	-5%	2%	2%	1%	0%	-0.9%	-8%	-3%	-2	3%
Cc1nnc(SCC(=O)NC2CCCC(C)C2C)n1N (stereo not drawn)	0%	2%	3%	-1%	2%	2%	0.4%	-1%	-2%	/	2%
O=C(O)C1(c2ccccc2)CCC(Nc2ccccc2)C1 (stereo not drawn)	0%	9%	6%	-1%	2%	-23%	-0.2%	-2%	0%	2	-2%
O=C(Nc1ccncc1)c1ccc(Br)cc1	-9%	/	15%	0%	-1%	0%	-0.4%	-7%	57%	113*	-15%
CC(=O)Nc1ccc(NC(=O)C(C)OC(=O)CNC(=O)c2sc3ccccc3c2Cl)cc1 (stereo not drawn)	0%	2%	0%	-1%	-2%	-1%	-1.0%	-3%	-2%	1	-2%

Bioassay records as filed in PubChem.
